# CHO-K1 Ca ag: nonselective activator or artifact in parental CHO-K1 cells; 360,000 compounds, 0.48% hits; Fluo-8 calcium fluorescence; scaled to maximal ATP response, vehicle zero; AID 602248; activation, % at 3 µM; in the data active means activation above about 15%;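 further: untransfected CHO-K1 host cells lacking M1 receptor as counterscreen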
# CHO-K1 Ca antag: M1 antagonist counterscreen hit in parental CHO-K1 cells | 360,000 compounds, 0.6% hits | inhibition, % at 3 µM | ATP-induced calcium, Fluo-8 fluorescence;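 active means inhibition above a per-plate cutoff, the plate's mean sample inhibition plus 3 SD, cut at about 24% in these data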;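 further: 0% = DMSO plus EC80 ATP and 100% = DMSO alone without ATP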
# CHRM4 antagonist: blocks acetylcholine activation of human M4 receptor; P08173; CHO-hM4 cells, ACh EC80, Fluo-8 calcium fluorescence; inhibition, % at 3 µM; 360,000 compounds, 0.73% hits;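 active means inhibition above its plate's cutoff, the mean inhibition of sample wells plus 3 SD, cut at about 27% in these data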;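 further: 0% = acetylcholine EC80 with DMSO and 100% = DMSO without agonist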
# Target sequence (P08173 whole entry, looked up): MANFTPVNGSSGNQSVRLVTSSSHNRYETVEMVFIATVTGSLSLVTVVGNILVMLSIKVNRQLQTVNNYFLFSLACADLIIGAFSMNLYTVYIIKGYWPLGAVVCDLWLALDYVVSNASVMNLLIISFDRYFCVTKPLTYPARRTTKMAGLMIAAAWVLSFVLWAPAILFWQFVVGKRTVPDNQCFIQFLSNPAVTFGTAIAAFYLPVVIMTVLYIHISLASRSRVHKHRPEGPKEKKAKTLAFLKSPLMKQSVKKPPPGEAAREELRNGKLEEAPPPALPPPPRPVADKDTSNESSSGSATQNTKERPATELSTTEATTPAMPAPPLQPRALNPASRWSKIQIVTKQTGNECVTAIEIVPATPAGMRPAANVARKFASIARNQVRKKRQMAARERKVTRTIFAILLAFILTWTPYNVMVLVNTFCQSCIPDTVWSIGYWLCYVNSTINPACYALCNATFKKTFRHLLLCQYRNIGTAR
# M5 PAM: positive allosteric modulators of human muscarinic M5 receptor. P08912. CHO-K1 hM5, Fluo-8 calcium, ACh EC20 PAM; 0% = ACh EC20, 100% = ACh EC100. activation, % at 3 µM. 360,000 compounds, 0.3% hits. AID 624038;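 active means activation above the run cutoff, the mean activation of all test compounds plus 3 SD, cut at about 18% in these data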
# Target sequence (P08912 whole entry, looked up): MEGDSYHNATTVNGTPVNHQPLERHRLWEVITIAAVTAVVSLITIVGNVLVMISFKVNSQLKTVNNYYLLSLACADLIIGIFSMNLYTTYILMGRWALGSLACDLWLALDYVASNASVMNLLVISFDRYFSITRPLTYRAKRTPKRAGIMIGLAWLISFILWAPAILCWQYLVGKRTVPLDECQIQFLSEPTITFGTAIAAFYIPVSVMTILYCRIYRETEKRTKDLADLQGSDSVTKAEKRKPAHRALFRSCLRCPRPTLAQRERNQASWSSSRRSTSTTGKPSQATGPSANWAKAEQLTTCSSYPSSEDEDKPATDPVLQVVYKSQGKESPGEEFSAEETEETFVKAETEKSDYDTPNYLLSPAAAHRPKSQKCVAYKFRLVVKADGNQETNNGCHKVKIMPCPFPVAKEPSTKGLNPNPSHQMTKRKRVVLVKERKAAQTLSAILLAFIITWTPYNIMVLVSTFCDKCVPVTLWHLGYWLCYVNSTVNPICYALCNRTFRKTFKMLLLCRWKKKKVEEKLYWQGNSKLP
#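 Replicates: One well per compound, no replicates | System: Human M5 receptor in CHO-K1 cells | Benchmarks: Low control EC20 acetylcholine (0%), high control EC100 acetylcholine (100%) | Probe or stimulus: Acetylcholine, EC20 level | Times: Fluo-8 loading 80 min at 37 °C plus 30 min room temperature | Signal: Intracellular calcium via Fluo-8 fluorescence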
# M1 PAM parental: counter-screen for M1 PAMs: effect in parental CHO-K1 cells; ATP EC20, Fluo-8 calcium fluorescence; 0% at ATP EC20, 100% at ATP max; activation, % at 3 µM; 360,000 compounds, 0.02% hits; AID 602247;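 active means activation above the run cutoff, the mean activation of all test compounds plus 3 SD, cut at about 40% in these data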;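 further: peak over basal fluorescence ratio in a 140 s read after ATP addition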
# CHRM5 agonist: agonists of human muscarinic M5 receptor (CHRM5). CHO-K1 hM5 cells, Fluo-8 calcium fluorescence; 0% DMSO wells, 100% maximal acetylcholine response. activation, % at 3 µM. 360,000 compounds, 0.19% hits. AID 624037;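 active means activation above the run's mean over test compounds plus 3 SD, cut at about 23% in these data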;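 further: signal is peak over basal fluorescence ratio across the kinetic read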
# CHRM5 antagonist: CHRM5 antagonism in calcium assay; P08912; CHO-hM5 cells, Fluo-8 calcium fluorescence, ACh EC80; inhibition, % at 3 µM; 360,000 compounds, 0.59% hits;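 active means inhibition above a per-plate cutoff, the mean of that plate's test compounds plus 3 SD, cut at about 27% in these data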;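 further: 0% = acetylcholine EC80 with DMSO and 100% = DMSO without agonist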
# CHRM4 agonist: agonists of human muscarinic M4 receptor (CHRM4); P08173; CHO-K1 hM4/Gqi5, Fluo-8 calcium fluorescence; vehicle 0%, full acetylcholine response 100%; activation, % at 3 µM; 360,000 compounds, 0.14% hits; AID 624127;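 active means activation above the run mean over all test wells plus 3 SD, cut at about 32% in these data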;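 further: peak over basal fluorescence ratio per well then scaled between controls; 0% = DMSO wells and 100% = acetylcholine at EC100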
# M4 PAM: CHRM4 positive allosteric modulation; CHO-K1 hM4/Gqi5, Fluo-8 calcium fluorescence, ACh EC20; 0% = ACh EC20, 100% = maximal ACh; 360,000 compounds, 0.4% hits; P08173; activation, % at 3 µM;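 active means activation above its plate's cutoff, the mean activation of sample wells plus 3 SD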; further: some results filed as inactive read as strong as hits
# * = called active by the depositor.
# Results follow in this order: CHO-K1 Ca ag	CHO-K1 Ca antag	CHRM4 antagonist	M5 PAM	M1 PAM parental	CHRM5 agonist	CHRM5 antagonist	CHRM4 agonist	M4 PAM
CC(=O)NC1(C(F)(F)F)NC(=O)N(CCc2ccccc2)C1=O (stereo unspecified)
  1.4	-11.5	0.4	5.7	9.2	-0.4	3.6	0.4	1.2
Cc1ccc2[nH]c(=O)c(C(c3nnnn3CC3CCCO3)N3CCc4ccccc4C3)cc2c1 (stereo unspecified)
  0.5	-5.7	10.2	-2.2	13.8	-1.0	3.8	0.1	-2.5
Cc1nonc1CC(=O)N1CCCC(C(=O)c2ccc(Cl)cc2)C1 (stereo unspecified)
  2.4	-13.1	-3.2	-3.9	-23.3	-3.7	5.6	0.9	5.5
c1nc(N2CCN(Cc3ccc4c(c3)OCO4)CC2)c2[nH]cnc2n1
  2.2	-3.7	-11.2	-1.8	11.0	1.0	-3.2	3.9	-2.9
O=[N+]([O-])c1ccc(NC(=S)NCc2ccc(F)cc2)cc1
  14.7	23.9*	15.7	-25.0	-14.9	4.6	26.1	13.5	-14.3
O=C(c1ccc(F)cc1F)N1CCC(N2CCC(C(=O)N3CCOCC3)CC2)CC1
  1.7	-12.5	6.6	0.8	-10.4	-1.2	7.6	0.0	-0.2
CCCn1c(C2CCCN2c2nc(-c3cccc(Br)c3)cs2)nc2cc(Cl)c(Cl)cc21 (stereo unspecified)
  -0.6	-9.9	19.6	0.7	-11.9	2.5	-1.8	-1.0	-3.7
Cc1ccccc1NC(=S)N(Cc1ccccn1)Cc1ccccc1Cl
  0.9	-12.9	-3.7	-5.0	13.9	-8.0	7.2	1.4	-1.5
O=C(COc1c(Cl)cccc1Cl)Nc1ccccc1N1CCCC1
  0.8	-2.0	2.3	-6.5	1.1	-2.9	8.5	1.9	-8.5
CC(C)OCCCNC(=O)c1c(N)n(/N=C/c2ccccn2)c2nc3ccccc3nc12
  1.2	-20.9	3.6	7.4	28.0	0.0	-5.7	1.5	-1.4
Cc1ccc(C)c(OCCn2cc(/C=C(\C#N)C(=O)NCc3ccco3)c3ccccc32)c1
  0.1	1.6	1.2	2.0	4.5	-1.7	-2.8	0.2	-0.7
O=C(COC(=O)c1ccc(S(=O)(=O)C(F)F)cc1)Nc1cccnc1Cl
  0.6	-2.8	1.8	-9.2	-5.8	0.9	8.0	2.4	-7.1
Cc1[nH]nc2c1C(c1ccc(F)cc1)C(C#N)=C(N)O2 (stereo unspecified)
  0.2	-1.6	-9.3	9.5	8.2	-1.7	3.2	-0.5	6.5
COc1ccccc1NC(=O)COC(=O)c1ccc2c(c1)OCCO2
  0.6	-9.8	2.7	9.7	18.5	0.0	-0.4	1.8	1.9
COc1ccc(C(=O)N2CCOCC2)cc1S(=O)(=O)N1CCCc2ccccc21
  1.4	-6.5	10.6	-1.4	12.4	-2.5	5.2	5.6	-1.9
O=C(CN1C(=O)C2CCCCC2C1=O)Nc1cc(C(F)(F)F)ccc1N1CCCC1 (stereo unspecified)
  1.4	6.9	-12.0	-3.3	20.7	3.7	-1.7	1.4	2.6
CCOC(=O)N1CCN(c2cc(C)c([N+](=O)[O-])cc2F)CC1
  9.7	1.8	3.4	-13.4	14.0	4.0	11.8	10.2	-2.6
Cc1ccc(C(=O)CN2C(=O)NC3(CCCCC3C)C2=O)s1 (stereo unspecified)
  0.0	-7.9	11.8	-8.9	15.3	2.0	13.4	1.6	5.6
C=CCN1C(=O)/C(=C\c2ccc(Oc3nc(N4CCOCC4)nc(N4CCOCC4)n3)c(OC)c2)SC1=S
  2.1	-16.8	-4.5	6.8	17.1	1.9	-1.7	1.4	5.7
S=C(Nc1ccccc1Oc1ccccc1)NC1CCCC1
  0.9	-16.8	-0.6	2.6	10.8	-10.8	1.8	-1.4	5.1
COc1cccc(C(=O)NC(=S)Nc2ccc(N3CCCC3)cc2)c1
  0.2	-12.4	-14.6	-1.9	11.2	-5.5	6.9	0.1	-10.4
CC(C)=CC(=O)N1CCCC(N2CCN(c3ccccc3C)CC2)C1 (stereo unspecified)
  0.9	-12.6	-3.3	1.9	18.4	-1.3	2.0	0.6	-1.7
S=C(Nc1ccccc1)NC1CCN(Cc2ccccc2)CC1
  1.9	-13.7	-0.7	-4.5	16.0	-4.4	-8.8	2.7	-0.2
CC(C)c1ccc(NC2CCCN(C(=O)CCN3CCCC3=O)C2)cc1 (stereo unspecified)
  0.4	3.5	-2.4	3.6	7.8	-1.1	0.9	1.0	-2.6
COC1=C(OC)C(=O)C(Sc2ccc3ccccc3c2)=CC1=O
  0.8	-7.6	22.1	4.6	6.1	7.6	7.2	3.5	-5.9
CCCCOP(=O)(OCCCC)C(O)c1ccc(Br)cc1 (stereo unspecified)
  1.9	0.0	-0.2	-3.1	6.5	-1.2	-2.7	3.2	-2.7
CCOc1cc(C(=S)N2CCOCC2)ccc1OC(=O)c1ccc(C)cc1
  1.2	16.7	4.7	-1.8	11.1	4.3	12.4	3.7	-2.7
CCOc1ccc(NS(=O)(=O)c2ccc(C)c(C(N)=O)c2)cc1
  5.2	-7.1	-10.0	-16.5	13.3	1.9	11.1	6.0	-2.9
Cc1cc(C)cc(C(=O)N(c2ccccn2)C(C)c2ccco2)c1 (stereo unspecified)
  0.7	-10.3	7.6	-0.2	18.3	-2.4	-5.5	-0.7	2.6
O=C(NCCc1ccccc1)C(=O)NCC1OCCCN1S(=O)(=O)c1cccs1 (stereo unspecified)
  1.2	3.5	-0.6	-4.3	-17.6	-0.7	10.6	2.5	1.1
Cc1csc(N(C)C(=O)CSc2nnc(COc3ccccc3C)o2)n1
  2.1	-6.6	-9.2	2.1	16.7	0.4	-8.0	0.9	-0.3
CCc1ccc(OCC2Cn3c(nc4c3c(=O)[nH]c(=O)n4C)O2)cc1 (stereo unspecified)
  1.1	-8.6	-4.4	9.1	15.6	3.6	1.7	1.0	4.6
CNS(=O)(=O)c1cccc(C(=O)Nc2cccc(Cl)c2)c1
  1.4	0.5	3.9	-9.2	1.4	1.2	8.6	4.0	-10.3
CN1CCC(=NNC(=O)C(=O)Nc2cccc(Br)c2)CC1
  0.2	-3.2	-2.5	-15.4	2.2	0.7	32.4*	1.3	0.1
Nc1ccccc1OCCOCCOCCOc1ccccc1N
  0.2	-10.4	-6.8	1.2	9.3	-2.3	-6.3	1.9	3.4
OC(c1ccc(F)cc1)c1nc(-c2cccc(C(F)(F)F)c2)cs1 (stereo unspecified)
  0.8	-13.1	-19.1	-0.3	13.2	-1.3	-1.8	1.3	5.0
COC(=O)CCn1nc(-c2ccc(C)cc2)c2ccccc2c1=O
  1.1	-12.1	1.0	0.2	11.2	-1.8	6.1	5.9	-7.4
COc1ccc(N2CCN(C(=O)COCc3cc(-c4ccc5c(c4)OCO5)on3)CC2)cc1
  0.7	0.6	-7.8	-2.7	7.6	-0.9	3.4	8.6	-0.3
CC(C)CC(=O)N1CCN(Cc2ccccc2Cl)CC1
  1.4	-8.7	0.6	-3.4	7.7	0.5	3.9	1.1	5.8
COc1ccc(Nc2nc(N)nc(CSCCO)n2)cc1
  0.0	1.1	-0.6	4.8	12.1	-1.2	-6.2	1.1	-1.7
O=C(Nc1ccc2oc(-c3ccncc3)nc2c1)c1ccc2c(c1)OCCO2
  1.7	0.7	-11.3	5.5	3.8	6.7	-6.0	9.2	-8.4
CC(C)=C(NC(=O)c1ccccc1)C(=O)NCCCC(=O)O
  0.5	-6.6	-2.9	3.6	5.5	2.6	3.6	1.5	1.5
Cc1ccc(-c2nc3n(n2)Cc2ccccc2-3)cc1
  2.2	3.4	1.8	-4.5	-10.8	-7.1	-6.1	1.3	-0.8
CCCN(CC1CC1)C(=O)CSc1nnc(-c2cc(-c3cccs3)nc3ccccc23)o1
  0.5	-1.2	5.2	-3.3	6.4	0.8	2.9	1.4	-0.3
COc1cc(NC(=O)C2CC2)c(OC)cc1NC(=O)CCC(=O)NC1CCN(Cc2ccccc2)CC1
  -0.4	1.6	-3.1	11.5	-5.1	-4.2	-16.7	1.1	8.9
CCOC(=O)C1=NNC(C(=O)O)C1c1ccccc1 (stereo unspecified)
  -0.1	-9.8	-2.1	-3.2	-8.0	-6.2	19.2	-0.4	-1.4
CC1(C)CC(=O)c2c(Cc3ccccc3)noc2C1
  0.1	5.0	-8.2	-4.6	-11.6	-16.2	3.6	1.9	-10.2
O=C(O)c1ccc2c(c1)C(=O)N(c1ccc(C(=O)OCC(=O)c3ccccc3)cc1)C2=O
  0.7	-5.1	-1.1	0.5	-9.5	2.0	-1.3	0.9	0.7
CC1=NNC(=O)C1C(c1cccc(O)c1)C(C#N)C#N (stereo unspecified)
  0.5	28.8*	0.1	-7.5	-22.7	4.7	5.2	0.4	-10.1
O=C(CSc1ccc(-c2ccco2)nn1)NCc1ccc(Cl)cc1
  2.4	-22.4	1.6	2.1	37.3	-3.3	-4.3	0.3	-7.1
CC1(C)CC(NC(=S)NCc2ccco2)CC(C)(C)N1
  -0.4	0.6	5.4	4.9	5.1	2.9	1.6	0.4	7.5
Cc1cc(=O)oc2cc(OCC(=O)N3CCN(C(=O)C4COc5ccccc5O4)CC3)c(Cl)cc12 (stereo unspecified)
  1.6	-9.1	5.8	6.2	-7.4	-3.6	4.5	0.9	3.3
CCCCc1ccc(NC(=O)CSc2nc(=O)n(CCN(C)C)c3c2CCC3)cc1
  0.3	-16.1	-2.6	0.6	8.1	-7.2	-0.2	1.2	13.0
O=C(Cn1nc(C(=O)O)c2ccccc2c1=O)Nc1nc(-c2ccccc2)cs1
  1.3	10.0	-9.4	-7.7	-12.9	2.4	1.8	3.3	0.2
COc1ccc(C(=O)COC(=O)C(CCSC)NC(=O)COc2ccccc2)cc1 (stereo unspecified)
  0.7	-8.1	-11.5	-3.8	-2.1	-1.6	-5.1	4.3	2.7

# A section of the results above, for reference:
# Results follow in this order: CHO-K1 Ca ag	CHO-K1 Ca antag	CHRM4 antagonist	M5 PAM	M1 PAM parental	CHRM5 agonist	CHRM5 antagonist	CHRM4 agonist	M4 PAM
Cc1csc(N(C)C(=O)CSc2nnc(COc3ccccc3C)o2)n1
  2.1	-6.6	-9.2	2.1	16.7	0.4	-8.0	0.9	-0.3
CCc1ccc(OCC2Cn3c(nc4c3c(=O)[nH]c(=O)n4C)O2)cc1 (stereo unspecified)
  1.1	-8.6	-4.4	9.1	15.6	3.6	1.7	1.0	4.6

# Three structures from above, ordered by length of the SMILES, rising.
# Results follow in this order: CHO-K1 Ca ag	CHO-K1 Ca antag	CHRM4 antagonist	M5 PAM	M1 PAM parental	CHRM5 agonist	CHRM5 antagonist	CHRM4 agonist	M4 PAM
Nc1ccccc1OCCOCCOCCOc1ccccc1N
  0.2	-10.4	-6.8	1.2	9.3	-2.3	-6.3	1.9	3.4
COC(=O)CCn1nc(-c2ccc(C)cc2)c2ccccc2c1=O
  1.1	-12.1	1.0	0.2	11.2	-1.8	6.1	5.9	-7.4
O=C(O)c1ccc2c(c1)C(=O)N(c1ccc(C(=O)OCC(=O)c3ccccc3)cc1)C2=O
  0.7	-5.1	-1.1	0.5	-9.5	2.0	-1.3	0.9	0.7
